Screens as filed in PubChem BioAssay.
PglD DTNB = inhibitors of Campylobacter jejuni PglD acetyltransferase. purified PglD enzyme, DTNB colorimetric CoA detection. 360,000 tested, 0.098% active. inhibition, % at 12.5 µM; in the data active = inhibition above about 16%, passing the limit was not always enough; also: strong numbers were not always called active
Cneo AK release = causes C. neoformans cell lysis | lysis activity, % at 15 µM | adenylate kinase release luminescence, 4 h; normalised: neutral wells 0, clomiphene wells 100 | 360,000 tested, 0.2% active | AID 651654;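 active = mean lysis activity across replicates of at least 80%, whatever share of replicates individually reach that level; inactive = mean lysis activity below 80%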
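Material – Cryptococcus neoformans yeast cells · Quantity – 5 × 10^6 yeast cells/mL · Buffer or medium – YPD medium · Compound – single dose · Timing – 4 h static compound exposure, 37 °C, read 1 h post-reagent · Signal – adenylate kinase release luminescence · Read-out basis – lysis from increased AK signal · Benchmarks – Clomiphene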
LGR2 antag = blocks bursicon-induced cAMP signaling via Drosophila LGR2 | HEK293 LGR2, CRE-luciferase, bursicon-stimulated, 4 h | inhibition, % at 9.99 µM | 380,000 tested, 0.35% active;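 active = drop in luminescence signal, shown as inhibition above about 50% in the replicate tests, limit read from the data, passing the limit was not always enough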;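 also: agonist challenge used bursicon conditioned medium at about half maximal strength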
ARNT TACC3 PPI = ARNT/TACC3 interaction disruption; inhibition, % at 9.99 µM; AlphaScreen His-ARNT PAS-B/GST-TACC3 binding, luminescence; TACC3 fragment carries E629A point mutation; 390,000 tested, 0.66% active; AID 623870;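 active = mean inhibition of replicates at least 50% and at least half of replicates each reaching 50%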;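 also: 0% = complete ARNT plus TACC3 wells and 100% = ARNT alone without TACC3; many hits fall short of the cut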
Statin myotox sup = suppressors of simvastatin-induced myotoxicity in C2C12 myotubes | 330,000 tested, 0.78% active | ATP luminescence, 48 h; scaled: DMSO 0, geranylgeraniol control 100 | rescue of ATP level, % at 7.49 µM;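 active = mean ATP rescue above about 67%, or every replicate alone reaching that limit, limit read from the data, passing the limit was not always enough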;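 also: myotubes were challenged with 10 µM simvastatin during compound exposure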
INS-1E GSIS act = GLuc luminescence reporter in INS-1E cells, primary screen for activators of glucose-dependent secretion of insulin; activation, % at 16.6 µM; 370,000 tested, 0.61% active; INS-1E GLuc reporter insulin secretion, 2-3 h;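 active = lowest replicate activation of at least 40%, so every replicate reaches that level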;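 also: 0% = median of neutral control wells and 100% = median of IBMX positive control wells; some compounds called inactive have numbers as strong as hits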
PAX8 inh HTS = lowers PAX8-driven luciferase in RMG-I cells; RMG-I TPO-luciferase reporter, SteadyGlo, 24 h; inhibition, % at 12.6 µM; 360,000 tested, 1.2% active;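 active = mean replicate inhibition at least 60% with every replicate also reaching 60%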;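 also: luciferase light reporting Pax8 driven TPO promoter activity; plate controls were median of neutral control wells for no effect and mitoxantrone controls for full effect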
PGC1a acetyl inh = modulators of PGC1a acetylation. U2OS PGC1a acetylation, AlphaScreen anti-acetyl-lysine; with virally co-expressed GCN5 acetyltransferase. inhibition, % at 15.6 µM. 350,000 tested, 0.17% active;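 active = every replicate shows inhibition of at least 40%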;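 also: 0% = neutral control wells and 100% = positive control wells; some results beyond the cut were filed as inactive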
Active calls of the source: *; . = not tested or not shown; & = joins results of further samples.

No.	molecule	PAX8 inh HTS	PGC1a acetyl inh	Cneo AK release	PglD DTNB	Statin myotox sup	INS-1E GSIS act	ARNT TACC3 PPI	LGR2 antag
1	CCC(CC)CN1C(Nc2ccccc2)=NC[C@@H]1CC(C)C	.	1	-1	5	8	.	0	.
2	O=C(C1CCCCC1)N1CCC(n2nnc3ccccc32)CC1	.	-2	2	-1	-18	.	-4	.
3	COc1ccc(CNC(=O)c2cc(-c3cc(C)ccc3O)n[nH]2)cc1	-1	-7	.	.	30	11	-3	3
4	C[C@@H]1CCCCO[C@@H](CN(C)Cc2ccc3c(c2)OCO3)[C@H](C)CN([C@H](C)CO)C(=O)c2cc(NC(=O)Nc3ccccc3)ccc2O1	25	-32	0	1	.	-28	25	-11
5	COc1ccccc1N1CCN(S(=O)(=O)c2cn(C)cn2)CC1	0	8	3	0	5	3	-4	2
6	COc1cccc(C(=O)Oc2ccc(/C=N/NC(=O)c3ccncc3)cc2OC)c1	-6	2	13	3	3	-3	-2	-10
7	CCc1ccc(NS(=O)(=O)c2ccc3[nH]cc(C(=O)NCC4CCCO4)c(=O)c3c2)cc1 (stereo not given)	-3	-8	-1	-2	.	.	2	.
8	CNC(=O)CC(C(=O)O)c1ccc(OCC(C)C)cc1 (stereo not given)	9	11	0	6	.	2	-21	4
9	C=CCN1C(=O)C(C)NC1=S (stereo not given)	-2	8	.	.	.	10	-4	11
10	COc1ccc(-n2cc(C#N)c(=O)[nH]c2=O)cc1	10	-7	1	-2	3	-27	8	-4
11	Cc1ccc(S(=O)(=O)N2CCN(C(C(=O)Nc3ccc(F)cc3)c3ccccc3)CC2)cc1 (stereo not given)	30	-15	1	-4	.	3	-15	11
12	O=C(Nc1nnc(-c2cccs2)o1)c1cccc(C(F)(F)F)c1	39	-2	-3	-2	-1	-6	9	17
13	C[C@@H]1CN([C@H](C)CO)C(=O)c2cc(-c3cncnc3)cnc2O[C@@H]1CN(C)C(=O)Cc1ccccc1	-42	4	1	2	-22	13	10	2
14	CCOc1ccc(S(=O)(=O)N2CCN(C(=O)Cc3n[nH]c(=O)c4ccccc34)CC2)cc1	25	.	10	-2	-13	-13	5	4
15	CC1CCCC(C)N1C(=O)COC(=O)CNS(=O)(=O)c1ccc2ccccc2c1 (stereo not given)	-27	.	-1	-2	0	-13	.	9
16	CCNC(=O)C1(C)CCCN(Cc2cccc3c(OC)cc(C(=O)OCC)cc23)C1 (stereo not given)	-21	9	0	0	7	-19	.	8
17	COc1ccc(OC)c(/C=N/Nc2nc(C)cc(=O)[nH]2)c1	14	.	8	5	-1	3	28	0
18	CCc1ccc(NC(=O)CSc2nc3ccccc3c(=O)n2CCCC(=O)NCCCN2CCOCC2)cc1	9	-10	-2	-5	-4	.	-7	.
19	C[C@H](CO)N1C[C@H](C)[C@H](CN(C)C(=O)Nc2ccc3c(c2)OCO3)Oc2ncc(-c3cccnc3)cc2C1=O	.	-8	62	0	-1	11	7	4
20	C[C@@H]1CN([C@H](C)CO)C(=O)c2cccc(NC(=O)Nc3ccc(F)cc3)c2O[C@@H]1CN(C)C(=O)Nc1ccccc1	.	4	-1	11	3	5	2	11
21	COc1ccccc1-c1cn(CC[C@H]2CC[C@H](NC(=O)C3CCCCC3)[C@H](CO)O2)nn1	2	-1	-1	6	7	5	-16	14
22	COc1ccccc1N1CCN(/N=C/c2ccc(Cl)c([N+](=O)[O-])c2)CC1	-133	.	0	.	-13	-3	-11	-31
23	CN1c2ccc(-c3cccc(C#N)c3)cc2[C@@H]2[C@@H](CCN2S(=O)(=O)c2ccccc2F)[C@@H]1CO	-15	-5	54	-1	-64	-7	-2	18
24	CCOC(=O)C1CCCN(Cc2nc(CC3CC3)no2)C1 (stereo not given)	-11	0	1	-4	-8	11	-1	-14
25	COCC(=O)Nc1ccc2c(c1)[C@H]1C[C@@H](CC(=O)N(C)C)O[C@@H](CO)[C@H]1O2	3	5	2	-3	-3	1	3	-4
26	CCCCCCCN1N=C(C)C(C(=O)c2ccccc2)C1=O (stereo not given)	-2	8	-5	0	-14	.	-8	.
27	Cc1[nH]c(=O)c(C#N)cc1-c1ccccc1	-12	.	0	-5	.	.	-3	.
28	COc1ccccc1NC(=O)c1c([N+](=O)[O-])c(C(C)(C)C)nn1C	0	.	-3	-2	5	.	-24	.
29	CN(C)CCCNC(=O)c1ccc(/C=N/O)nc1	-4	9	-2	10	13	20	28	.
30	O=c1[nH]n(-c2ccccc2)c(=O)cc1Cl	-12	-1	0	-12	1	.	-1	-6
31	C[C@H](CO)N1C[C@H](C)[C@H](CN(C)Cc2ccc(C(=O)O)cc2)Oc2c(NC(=O)C3CCCCC3)cccc2C1=O	.	2	4	3	16	4	9	2
32	CC(C)C[C@H](NC(=O)c1nc[nH]c1C(=O)NCCCCCNC(=O)OC(C)(C)C)C(=O)OCc1ccccc1	-26	.	-3	0	-4	-8	-3	-17
33	CCOC(=O)c1cc2c(c(CCO)n1)[C@@H](CCO)N(S(=O)(=O)C(C)(C)C)C2	1	-8	3	-4	1	1	-7	-3
34	Cc1ccc(C)c(C(=O)COC(=O)c2nn(C)c(=O)c3ccccc23)c1	-1	-1	-2	-3	-1	13	-2	-1
35	N#CN1CCC(NS(=O)(=O)c2ccc(C(F)(F)F)cc2)C1 (stereo not given)	13	-12	0	8	-8	-12	-2	-1
36	CCCNC(=O)N1C[C@@H]2[C@H](c3ccccc31)[C@@H](CO)N2C(=O)NCCC	-17	2	-2	-2	8	10	-2	-4
37	CS(=O)(=O)c1[nH]nc(-c2cccc(Cl)c2)c1C#N	-4	8	0	-2	.	7	-2	3
38	Cc1ccccc1CN1CCN(C(C)C(=O)NCc2ccccc2)CC1 (stereo not given)	17	-11	0	-2	7	8	4	27
39	CCC(=O)Nc1ccc2c(c1)OC[C@H](C)N(C(=O)c1cccnc1)C[C@@H](C)[C@H](OC)CN(C)C2=O	3	2	4	2	-19	8	-12	2
40	CCCCC(=O)NC(NC(=S)N1CCCCCC1)C(Cl)(Cl)Cl (stereo not given)	13	.	6	2	-3	-15	-5	-11

Compounds shown so far that have a tert-butyl group:
No.	molecule	PAX8 inh HTS	PGC1a acetyl inh	Cneo AK release	PglD DTNB	Statin myotox sup	INS-1E GSIS act	ARNT TACC3 PPI	LGR2 antag
28	COc1ccccc1NC(=O)c1c([N+](=O)[O-])c(C(C)(C)C)nn1C	0	.	-3	-2	5	.	-24	.
32	CC(C)C[C@H](NC(=O)c1nc[nH]c1C(=O)NCCCCCNC(=O)OC(C)(C)C)C(=O)OCc1ccccc1	-26	.	-3	0	-4	-8	-3	-17
33	CCOC(=O)c1cc2c(c(CCO)n1)[C@@H](CCO)N(S(=O)(=O)C(C)(C)C)C2	1	-8	3	-4	1	1	-7	-3

Additional entries.
No.	molecule	PAX8 inh HTS	PGC1a acetyl inh	Cneo AK release	PglD DTNB	Statin myotox sup	INS-1E GSIS act	ARNT TACC3 PPI	LGR2 antag
41	C[C@H]1CN([C@@H](C)CO)S(=O)(=O)c2ccc(-c3cncnc3)cc2O[C@@H]1CN(C)Cc1ccncc1	.	5	4	-2	-9	8	12	14
42	O=C(NCC[C@@H]1CC[C@H](NC(=O)C2CCCCC2)[C@@H](CO)O1)c1cnccn1	2	12	-4	6	1	17	2	-16
43	CCOC(=O)N(C)C[C@@H]1OCc2cn(nn2)CCCC(=O)N([C@@H](C)CO)C[C@H]1C	-7&-8	-4&1&-8	0&3	-2&0	2&14&-8	-7&3	1	-10&9
44	Cc1nn(C)cc1-c1n[nH]c(=S)n1-c1ccc(Cl)cc1	-7	13	3	-3	3	0	-8	7
45	COC(=O)c1cc(C(=O)OCC(=O)N(C)C2CCS(=O)(=O)C2)cc([N+](=O)[O-])c1 (stereo not given)	4	-7	1	-5	-4	4	-5	12
46	C/C(=N\Nc1ccc2nncn2n1)c1ccc(Br)s1	20	5	8	0	.	-8	2	-1
47	C=CCNc1nc2c(c(=O)[nH]c(=O)n2C)n1CCCc1ccccc1	4	-6	0	1	8	22	-8	2
48	COC(=O)CSc1[nH]c2cc(C)ccc2c1[N+](=O)[O-]	0	13	16	7	11	.	-3	.
49	C[C@H](CO)N1C[C@H](C)[C@H](CN(C)S(=O)(=O)c2cn(C)cn2)Oc2ccc(NC(=O)CCCCCC(=O)Nc3ccccc3N)cc2CC1=O	.	-2	-6	-4	-15	16	-5	-2
50	CCCCOC(=O)Cn1c(=N)n(CCN2CCOCC2)c2ccccc21	.	-9	2	5	.	.	-5	.
51	O=C(CCCCn1c(=O)[nH]c2ccccc2c1=O)NCc1ccc2c(c1)OCO2	6	-1	-4	-2	3	8	-2	.
52	O=C(NNC(=O)c1cccnc1SCc1cccc([N+](=O)[O-])c1)c1cccnc1	17	.	.	.	.	-7	-12	17
53	CCc1sc(N2C(=O)C3C4CCC(C4=C(C)C)C3C2=O)nc1-c1ccccc1 (stereo not given)	.	0	0	0	-1	-19	-17	11
54	O=C(OCC(=O)N1CCCC1)c1cccs1	.	.	3	-2	0	.	-2	.
55	CCCc1nc2oc3c(NCC4CCCO4)ncnc3c2c2c1COC(C)(C)C2 (stereo not given)	.	1	0	-1	-14	.	-8	.
56	Cc1cccc(OCC(=O)NCC(=O)N/N=C/c2ccc([N+](=O)[O-])cc2)c1	12	-4	.	.	-2	0	4	1
57	O=C(N/N=C/c1ccc(Br)s1)c1ccco1	-96	.	.	.	.	-6	1	-37
58	CCN(CC)CCCOC(=O)C(c1ccccc1)c1ccccc1	.	-6	2	-1	-9	18	-4	22
59	CCOC(=O)C(=O)NC1CC=CCC1c1ccc2c(c1)OCO2 (stereo not given)	-5	.	.	.	.	-1	1	-5
60	CCOc1ccccc1-n1nnnc1SCC(=O)NCc1ccco1	-3	-5	.	.	.	3	16	0
61	CCCCOc1ccc(CNC(=S)N/N=C/c2ccc(OC)c(OC)c2)cc1	.	-22	4	2	13	.	4	.
62	C/C(CC(=O)Nc1ccc(Cl)cc1C(F)(F)F)=N\NC(N)=S	15	-14	3	-1	.	-26	.	3
63	C[C@@]12C(=O)N(c3ccc(Cl)cc3)C(=O)N1[C@@H]1c3ccccc3OC[C@@H]1[C@H]2c1ccccc1	-6	-15	-2	-4	-11	.	0	-6
64	O=C1C2C3CCC(CC3)C2C(=O)N1c1ccccc1 (stereo not given)	-20	-1	-1	-2	3	19	8	11
65	O=C(COC(=O)c1cc[n+]([O-])cc1)Nc1ccc(Cl)cc1[N+](=O)[O-]	-12	5	2	-4	3	-6	0	-3
